Screens as filed in PubChem.
RECQ1 inh: blocks DNA unwinding by human RECQ1. RECQ1 DNA unwinding, red fluorescence kinetic read. Potency, µM (titrated, usually from 57.3 µM), inactives show at the top dose activity, negative = inhibition, most hits filed as inhibitors. actives 0.54% (n = 240,000). AID 2549;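 also: plate controls were vehicle for no effect and no enzyme for full effect; nearly all actives have a fitted effect of over 30% in size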
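RECQ1T1 50 nM; forked duplex (20 bp + 30-nt ss tails) 200 nM, ATP 2 mM final; pH 8.0, 2 mM MgCl2, 2.5 ug/ml poly(dI-dC); 15 min compound preincubation; discontinuous kinetic read over 2 h at RT.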
SMN2 splice up: enhancers of SMN2 splice variant expression; HEK293 SMN2-luciferase splicing reporter, luminescence, 30-36 h; Potency, µM (top dose mostly 46.1 µM), for the others: at the highest dose activity change, positive = activation, usual class: activators; actives 2.8% (n = 210,000); also: % of control where 0% means no effect; nearly all actives have a fitted effect of over 55% in size
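HEK293 cells carry an SMN2 minigene-luciferase reporter in which exon 7 inclusion puts luciferase in frame. Cells were seeded at 2000 cells/well, attached for 10-12 hours, then exposed to compounds for 30-36 hours at 37C before ONE-Glo luminescence.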
ALDH1A1 block: inhibitors of human aldehyde dehydrogenase 1A1. P00352. AID 1030. Potency, µM (top dose mostly 75.3 µM), without a hit: at the highest dose activity, negative = inhibition, hits mostly inhibitors. Purified ALDH1A1, NADH fluorescence, propionaldehyde substrate. actives 7.3% (n = 220,000); active = well fitted inhibition curve with a large enough effect, not every such curve was filed as active; inconclusive = small, poorly fitted or top-dose-only effect, or another doubt; inactive = no such curve, though single readings can be large or run the other way;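 also: plate controls were no enzyme wells and a reference inhibitor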
Target sequence (P00352 whole entry, looked up): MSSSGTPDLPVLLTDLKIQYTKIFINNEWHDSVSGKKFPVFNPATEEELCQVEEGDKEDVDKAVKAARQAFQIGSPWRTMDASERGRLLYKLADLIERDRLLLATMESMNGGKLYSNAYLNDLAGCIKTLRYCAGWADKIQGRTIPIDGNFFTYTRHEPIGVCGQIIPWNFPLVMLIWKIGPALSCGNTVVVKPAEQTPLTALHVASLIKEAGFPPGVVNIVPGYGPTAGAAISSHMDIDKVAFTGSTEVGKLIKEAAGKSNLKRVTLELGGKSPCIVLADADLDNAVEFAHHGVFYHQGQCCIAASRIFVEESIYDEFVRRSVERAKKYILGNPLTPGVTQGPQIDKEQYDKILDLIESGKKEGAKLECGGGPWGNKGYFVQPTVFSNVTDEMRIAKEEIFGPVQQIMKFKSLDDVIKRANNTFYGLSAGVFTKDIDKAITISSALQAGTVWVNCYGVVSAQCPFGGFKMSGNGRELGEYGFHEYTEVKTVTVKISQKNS
Lamin A splicing: LMNA splicing modulation; Potency, µM (series often up to 46.1 µM), without a hit: at the top dose ratio change, negative = inhibition, most hits filed as inhibitors; actives 0.01% (n = 200,000); AID 1487; HeLa LMNA splicing GFP/RFP minigene ratio, 48 h; active = well fitted inhibition curve with a large enough effect in the signal ratio, with a control signal flat, not every such curve was filed as active; inconclusive = small, poorly fitted or top-dose-only effect, or effect the other way, or a change in a side signal; the % refers to the signal ratio; also: % is scaled to controls: 0 for no effect and ±100 for the full control effect
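Read-out is the ratio of GFP to DsRed2 object intensity, acquired by 488 nm laser-scanning cytometry on HeLa lamin A-EGFP minigene reporter cells. Compound incubation 48 hrs at 37 °C in Opti-MEM with 2% FBS; DMSO 0.5% final.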
KinaseGlo FLuc: Kinase-Glo luciferase inhibition (counter-screen). Q27757. Kinase-Glo luciferase, ATP luminescence, 8 min. Potency, µM (highest dose often 38.3 µM), for inactives: at the top dose activity change, negative = inhibition, usual class: inhibitors. actives 0.28% (n = 200,000); also: % is scaled to controls: 0 for no effect and ±100 for the full control effect; nearly all actives have a fitted effect of over 60% in size
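Compounds were added to a substrate mix at pH 7.2 (50 mM imidazole, 10 uM ATP, within the enzyme's linear range), followed by Kinase-Glo detection reagent; luminescence was measured after 8 minutes at ambient temperature.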
L3MBTL1 inh: blocks human L3MBTL1 | Q9Y468 | AlphaScreen L3MBTL1–H3K9me1 peptide binding | Potency, µM (highest dose often 57.1 µM), inactives show at the top dose activity, negative = inhibition, hits mostly inhibitors | actives 0.66% (n = 230,000) | AID 485360; also: % is scaled to controls: 0 for no effect and ±100 for the full control effect; nearly all actives have a fitted effect of over 60% in size
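Displacement of a biotinylated histone H3(1-15) peptide monomethylated at Lys9 (75 nM) from L3MBTL1 (50 nM) was measured by AlphaScreen after a 30 min room-temperature compound incubation; cefsulodin titration served as intraplate control.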
Tau fibril ThT: tau fibrillization inhibition (ThT binding); actives 2.1% (n = 270,000); AID 1460; P10636; Potency, µM (series often up to 57.4 µM), for inactives: top-dose activity, negative = inhibition, usual class: inhibitors; recombinant tau K18 P301L (four-repeat tau fragment), heparin-induced fibrillization, ThT fluorescence; also: % is scaled to controls: 0 for no effect and ±100 for the full control effect; nearly all actives have a fitted effect of over 55% in size
Target sequence (P10636 561-689 P618L limits assumed): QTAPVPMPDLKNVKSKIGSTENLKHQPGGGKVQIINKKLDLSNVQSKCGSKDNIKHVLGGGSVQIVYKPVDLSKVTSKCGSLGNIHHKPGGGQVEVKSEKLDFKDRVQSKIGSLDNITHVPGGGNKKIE
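Recombinant human tau K18 fragment […] carrying P301L, 15 uM unlabeled plus 0.24 uM Alexa 594-labeled, was fibrillized with 20 uM heparin in 100 mM sodium acetate pH 7 for 6 hr at 37 C; 30 uM ThT fluorescence read after 1 hr.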
JMJD2E inh: inhibitors of human JMJD2E histone demethylase; B2RXH2; JMJD2E catalytic domain, FDH-coupled NADH fluorescence (FDH is formaldehyde dehydrogenase); Potency, µM (top dose mostly 57.1 µM), for inactives: top-dose activity change, negative = inhibition, hits mostly inhibitors; actives 1.6% (n = 230,000); AID 2147; active = well fitted inhibition curve with a large enough effect, not every such curve was filed as active; inconclusive = small, poorly fitted or top-dose-only effect, or another doubt; inactive = no such curve, though single readings can be large or run the other way;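 also: 0% = wells with enzyme and -100% = buffer wells without enzyme; nearly all actives have a fitted effect of over 50% in size; many of its hits are not listed in these tables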
Target sequence (B2RXH2 1-337 limits assumed): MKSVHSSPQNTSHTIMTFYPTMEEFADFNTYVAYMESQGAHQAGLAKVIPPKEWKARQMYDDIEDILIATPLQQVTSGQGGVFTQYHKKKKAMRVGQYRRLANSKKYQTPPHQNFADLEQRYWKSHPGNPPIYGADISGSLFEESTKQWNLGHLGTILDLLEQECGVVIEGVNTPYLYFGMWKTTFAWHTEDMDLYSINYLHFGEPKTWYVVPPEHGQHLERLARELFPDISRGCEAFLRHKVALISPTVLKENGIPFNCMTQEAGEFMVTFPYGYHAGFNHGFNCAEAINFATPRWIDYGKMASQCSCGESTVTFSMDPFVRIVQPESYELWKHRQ
Numbers without * were called inactive; i = inactive; u = inconclusive; x = not tested or not shown; [ ] = dose if it differs, or a comment. Unless noted, calls follow the shape of the dose curve; as a rule, active = well fitted curve in the direction sought with a large enough effect; inconclusive = small, poorly fitted or top-dose-only effect, or another doubt; inactive = no such curve, though single readings can be large; an effect the other way counts as inactive or inconclusive. Potency is read from the fitted curve at half-maximal effect.

SMILES	RECQ1 inh	SMN2 splice up	ALDH1A1 block	Lamin A splicing	KinaseGlo FLuc	L3MBTL1 inh	Tau fibril ThT	JMJD2E inh
CC1CCCCN1C(=O)CSc1nnc(-c2ccco2)n1CC1CCCO1 (configuration not stated)	10%	-15%	u	7%	1%	-3%	-3%	-5%
CS(=O)(=O)N1CCN(c2ccccc2NC(=O)c2ccc(Cl)cc2)CC1	-9%	-5%	u	-18%	1%	4%	-3%	u
CCNCCC(CCC(C)C)c1ccc2c(c1)OCO2 (configuration not stated)	-10%	x	x	4%[46 µM]	x	x	-7%	u
CC(NC(=O)COc1ccccc1-c1ccccc1)c1ccccc1 (configuration not stated)	2%	-22%	-2%	u	-1%	23%	u	-2%
Brc1cccc2sc(N3CCN(c4ccccc4)CC3)nc12	i	-11%	-10%	u	-2%	37%[activator]	u	10%
Nn1c(SCCOc2ccc(Cl)cc2)nnc1-c1cccnc1	-4%	13%	2%	-1%[46 µM]	3%	2%	u	-5%
CCOc1ccccc1NC(=O)Nc1ccc(Cl)cc1	1%	-21%	u	u	-11%	-8%	6%	-4%
Cc1cc(C)nc(SCc2nnc(SCC(=O)Nc3ccccc3C)n2Cc2ccco2)n1	-14%	-9%	3%	4%	1%	-7%	-3%	3%
S=C(NC1CCCCC1)NN1CCOCC1	i	0%	2%	x	1%	1%	-4%	6%
CC(O)CNC(=O)c1ccc(-c2nn(C)c(=O)c3ccccc23)cc1 (configuration not stated)	i	16%	14%	-8%	3%	x	-6%	-1%
O=C(CCS(=O)(=O)c1cccc2nsnc12)N1CCN(C(=O)c2ccco2)CC1	5%	0%	25µM*	10%	1%	3%	-5%	-4%
O=C(O)CCC(=O)Nc1ccccc1C(=O)NCc1ccco1	-16%	0%	1%	2%	0%	-1%	3%	u
Cc1[nH]c2ccccc2c1C(=O)C(=O)NCCCn1ccnc1	-11%	5%	-5%	x	2%	-4%	0%	-10%
O=C(COc1ccccc1[N+](=O)[O-])N/N=C/c1ccncc1	-2%	-31%[inhibitor]	-4%	x	3%	x	-9%	-4%
CCN(CC)C(=O)CSc1n[nH]c(=S)n1N	-5%	x	x	x	x	2%	-16%	u
Cc1ccsc1C(=O)Nc1cccc(S(=O)(=O)N(C)C)c1	-5%	-2%	-4%	u	-2%	2%	5%	5%
Cc1ccccc1C(=O)N1CCC(C(=O)Nc2ccc(S(=O)(=O)N3CCCC3)cc2)CC1	-8%	-11%	u	-5%	0%	-4%	3%	0%
Cc1cc2cc3c(cc2nc1SCC(=O)N1CCN(C(=O)c2ccco2)CC1)OCO3	-27%	-6%	u	4%	-6%	0%	-7%	-3%
CCN(CC)CCNC(=O)C(C)c1nn(CC)c(=O)c2ccccc12 (configuration not stated)	-5%	-1%	-3%	-7%	-2%	-4%	-5%	7%
CCc1nnc(NC(=O)[C@@H](NC(=O)c2ccc(C(C)(C)C)cc2)C(C)C)s1	5%	0%	-2%	u	1%	-10%	u	5%
COC(=O)c1sc(=S)n(-c2ccccc2OC)c1N	-4%	1%	7%	12%	3%	-10%	-15%	-1%
CC1(C)CC(=O)C(/C=N/n2cnc3ccccc3c2=O)=C(O)C1	-6%	x	-2%	3%	-2%	x	-20%	-29%
COc1ccc(S(=O)(=O)N(C)C2CCS(=O)(=O)C2)cc1OC (configuration not stated)	8%	6%	5%	-2%	6%	x	-5%	8%
C=CCNC(=O)N1CCc2nc(CCCC)c3c(c2C1)CO[C@@H](C)C3	3%[11.5 µM]	7%[9.22 µM]	7%[13.5 µM]	4%[9.22 µM]	1%[7.66 µM]	x	3%[11.5 µM]	-5%[11.4 µM]
Cc1cccc(OCC(O)Cn2c(NCc3cccnc3)nc3c2c(=O)[nH]c(=O)n3C)c1 (configuration not stated)	-13%	-2%	5%	-1%	9%	-2%	-6%	4%
Cc1cnc(NC(=O)CCCc2nc3ccccc3s2)s1	-18%	u	-8%	u	-1%	-17%	-8%	u
Cc1ccc(S(=O)(=O)NNc2nc3ccccc3nc2C(F)(F)F)cc1	-8%	-8%	7.1µM*	7%	-3%	x	u	-10%
COCC(C)n1c(C)cc(C(=O)COC(=O)c2ccc3ncsc3c2)c1C (configuration not stated)	i	-17%	2%	8%	3%	-4%	-17%	-3%
CC(C)(Oc1ccc(Cl)cc1)C(=O)N(Cc1ccccc1)c1ccccn1	-11%	-21%	-11%	u	-3%	20%	-12%	-24%
CC(C)Cc1nc2sc3c(c2c(=O)n1N)CC(C)(C)OC3	13%	x	x	x	x	-4%	-5%	3%
COc1ccc(C(=O)Nc2cccnc2)cc1OC	13%	9%	3%	u	-24%	-9%	5%	-1%
CS(=O)(=O)N(CC(=O)NCc1ccccc1)Cc1ccc(Cl)cc1	i	13%	8%	11%	-2%	x	-12%	15%
O=C(O)c1cn[nH]c1-n1cnnn1	-1%	2%	5%	12%	-6%	0%	-4%	3%
COCCN1C(=O)CC(NNC(=O)c2ccc(S(=O)(=O)N3CCCC3)cc2)C1=O (configuration not stated)	i	9%	-12%	2%[46 µM]	1%	4%	-5%	7%
Cc1cc(C(=O)NCc2ccc3c(c2)OCO3)c(C)o1	-4%	x	x	x	x	-9%	-5%	4%
O=C(NCc1ccccc1)C(=O)NCC(c1ccco1)N1CCOCC1 (configuration not stated)	-2%	-12%	0%	-7%	1%	10%	-5%	1%
C/C(=N\NC(=O)c1ccccc1F)c1ccc2c(c1)Nc1ccccc1S2	i	u	0%	-4%	1%	-7%	2µM*	-5%
COc1ccc(S(=O)(=O)NCC2CCCN(C(=O)c3cccs3)C2)cc1 (configuration not stated)	-9%	x	1.1µM*	0%[46 µM]	-5%	1%	-8%	-5%
COc1ccc(NC(=O)c2ccc(OC)cc2)cc1	i	11µM*	-2%	1%	-12%	4%	-5%	-9%
O=C(c1ccncc1)N1CCC[C@@]2(CCN(c3ccccc3)C2)C1	-2%	-10%	u	x	0%	x	x	x
COc1ccc(S(=O)(=O)N2CCC(C(=O)N3CCc4ccccc4C3)CC2)cc1OC	17%	-13%	-5%	u	9%	1%	-12%	-5%
CCCCN=C1NC(=O)C(CC(=O)Nc2ccc(Cl)cc2)S1 (configuration not stated)	-6%	4%	9%	-15%	-7%	x	-6%	2%
Cc1ccc(C(=O)NCc2nnc(SCC(=O)Nc3sc4c(c3C#N)CCCC4)n2C)cc1	13%	8%	14µM*	9%	3%	24%[11.4 µM]	7%	5%
CN(CC1CCOCC1)C(=O)CC1C(=O)NCCN1C/C=C/c1ccccc1 (configuration not stated)	-2%	x	-5%	x	5%	-4%	-7%	-11%
O=C(Oc1cccc(-n2cnnn2)c1)c1ccco1	-2%	-5%	8%	-15%	2%	1%	-19%	4%
Cc1ccc(OCC(=O)NCCO)cc1C	0%	-1%	4%	7%	0%	x	-12%	3%
CCC(CC)C(=O)OCC(=O)Nc1cccc([N+](=O)[O-])c1	-3%	-1%	-7%	x	3%	7%[11.4 µM]	-1%	10%
COc1ccc(S(=O)(=O)N(C)C)cc1NC(=O)COC(=O)CC1CCCC1	2%	1%	u	-7%[46 µM]	-4%	u	-6%	-2%
CCC(C)(C)NC(=O)CN(Cc1ccccc1Cl)C(=O)CCC(=O)Nc1cc(C)ccn1	-11%	x	14µM*	0%[46 µM]	-1%	2%	u	-25%
O=C(NC1CC1)C1CCN(C2CCN(C(=O)Cc3ccc4c(c3)OCO4)CC2)CC1	25%	x	u	x	0%	3%	-6%	6%
Cc1ccccc1CSCc1ccc(C(=O)NCCCN2CCOCC2)o1	3%	-18%	-1%	x	0%	x	-8%	-2%
Cc1cc(NC(=O)c2noc3c2CCc2ccccc2-3)n(-c2ccccc2)n1	-1%	21%	u	-9%	0%	13%	-11%	-1%
C/C(=N/OC(=O)c1c(F)cccc1F)c1nccs1	-2%	4%	0%	-7%	-21%	6%	-5%	9%
CC(OC(=O)c1cccs1)C(=O)NCc1ccccc1 (configuration not stated)	i	-1%	5%	3%	-1%	1%	2%	6%
Cc1ccc(C2CC(C(F)F)n3ncc(C(=O)Nc4c(C)nn(Cc5c(F)cccc5Cl)c4C)c3N2)cc1 (configuration not stated)	-9%	21%	-4%	u	3%	-12%	-5%	-8%

These rows are one share of the data (hit frequency here may not be typical).
